# D2 potentiator: positively modulates the human D2 dopamine receptor allosterically; 340,000 tested, 0.34% active; potentiation, % at 10 µM; HEK293 T-REx D2, calcium flux, EC20 dopamine potentiation; P14416;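 active means potentiation over 3 SD above the plate norm, cut at about 30% in these data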; further: 0% is about no effect
#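 Potentiation of an EC20 dopamine calcium response is measured in a force-coupled, tetracycline-inducible Hek293 Trex D2 line. Compound-only kinetic reads over 180 s flag agonists before dopamine addition.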
# D1 PAM: potentiators of human D1 dopamine receptor | P21728 | HEK293 TREx D1 cells, calcium flux, dopamine EC20 potentiation | potentiation, % at 10 µM | 360,000 tested, 0.036% active | AID 504651; in the data active means potentiation above about 30%; further: 0% is about no effect
# TRHR PAM: TRH receptor (human) allosteric enhancement; enhancement, % at 2 µM; 360,000 tested, 0.66% active; AID 493056; TRHR cells, fluo-8 calcium fluorescence, EC20 TRH enhancement; in the data active means enhancement above about 30%; further: 0% is about no effect
#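 Enhancer read-out: after compound pinning and an initial kinetic agonist-mode read, an EC20 of TRH (10 nM final) was injected and fluo-8 calcium signal (Ex 480/Em 530) followed at 1 s/cycle for 100 cycles in TRHR-expressing cells.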
# D1 antagonist: human D1 dopamine receptor antagonism. P21728. activity change, negative = inhibition, % at 10 µM. 360,000 tested, 3.2% active. HEK293 TREx D1 cells, calcium flux, dopamine EC80; stronger effect = lower value. AID 504652; in the data active means activity change below about -30%; further: on the % scale 0 is the no-effect control and ±100 the full control effect
#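 Compound effects on dopamine-evoked calcium signalling were measured in tetracycline-induced HEK293 Trex D1 cells. Dopamine at EC80 followed a 180 s compound pre-read, and fluorescence was tracked kinetically for 180 s more.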
# Anesthetic bind: candidate novel general anesthetic via apoferritin binding | 350,000 tested, 0.074% active | Potency, µM (doses to about 77.5 µM), for inactives: at the top dose activity change, negative = displacement, usual class: inhibitors | apoferritin/1-aminoanthracene competitive binding, fluorescence; further: potency means the concentration at half of the fitted maximal effect; on the % scale 0 is the no-effect control and ±100 the full control effect; nearly all actives have a fitted effect of over 20% in size
# Target sequence (P02791 2-175 limits assumed): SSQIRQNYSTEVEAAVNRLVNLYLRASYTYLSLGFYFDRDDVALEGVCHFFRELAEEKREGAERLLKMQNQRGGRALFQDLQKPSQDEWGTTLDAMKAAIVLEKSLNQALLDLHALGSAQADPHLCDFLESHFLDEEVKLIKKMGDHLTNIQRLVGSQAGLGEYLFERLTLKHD
#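 Steps: apoferritin (10 uM) was premixed with half-saturated 1-AMA in PBS, compounds were pin-transferred, plates stood 10 min at room temperature, fluorescence was read at 380/535 nm, and curves were fitted with a Hill equation.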
# RXFP1 ag: RXFP1 (human) receptor agonism; Q9HBX9; HEK293T-RXFP1 cAMP TR-FRET, 30 min; response scale: percent of porcine relaxin response, buffer zero; Potency, µM (doses to about 57.5 µM), without a hit: at the top dose activation, most hits filed as activators; 370,000 tested, 0.3% active; AID 2676; further: potency means the concentration at half of the fitted maximal effect; on the % scale 0 is the no-effect control and ±100 the full control effect; nearly all actives have a fitted effect of over 60% in size; many of its hits are not listed in these tables
# Target sequence (Q9HBX9 whole entry, looked up): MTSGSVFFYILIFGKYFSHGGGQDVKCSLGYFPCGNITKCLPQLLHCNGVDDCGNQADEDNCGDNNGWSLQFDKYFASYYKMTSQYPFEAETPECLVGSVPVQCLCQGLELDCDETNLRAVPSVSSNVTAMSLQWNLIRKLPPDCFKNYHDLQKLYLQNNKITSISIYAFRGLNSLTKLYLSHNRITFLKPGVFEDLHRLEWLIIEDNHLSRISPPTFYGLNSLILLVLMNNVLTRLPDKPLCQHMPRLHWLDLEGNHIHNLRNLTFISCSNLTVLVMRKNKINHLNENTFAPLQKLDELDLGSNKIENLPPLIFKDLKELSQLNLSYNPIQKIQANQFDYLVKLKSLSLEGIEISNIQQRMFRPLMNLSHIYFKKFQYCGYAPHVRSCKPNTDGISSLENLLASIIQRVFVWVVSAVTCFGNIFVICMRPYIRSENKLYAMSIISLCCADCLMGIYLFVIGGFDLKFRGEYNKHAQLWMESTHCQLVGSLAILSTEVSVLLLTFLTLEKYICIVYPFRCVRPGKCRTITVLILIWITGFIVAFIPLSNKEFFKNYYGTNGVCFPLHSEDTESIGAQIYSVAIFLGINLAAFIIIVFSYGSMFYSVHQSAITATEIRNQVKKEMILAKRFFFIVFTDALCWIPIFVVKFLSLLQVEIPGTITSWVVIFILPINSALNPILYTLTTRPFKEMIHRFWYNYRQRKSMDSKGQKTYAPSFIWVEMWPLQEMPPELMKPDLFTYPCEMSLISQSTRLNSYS
#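 HEK293T cells stably expressing RXFP1 were pretreated with the PDE4 inhibitor Ro 20174, exposed to compounds for 30 min at 37C, lysed, and cAMP was read by TR-FRET. Data normalized to buffer (basal) and 29 nM porcine relaxin (100%).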
# TRHR agonist: activates the human TRH receptor; 360,000 tested, 0.18% active; TRHR cells, calcium flux fluo-8, FDSS agonist mode; activation, % at 2 µM; AID 493084; in the data active means activation above about 30%; further: 0% is about no effect
#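 Agonist-mode FDSS calcium read (Ex 480/Em 530, 1 s cycles) in 1536-well TRHR cells with fluo-8 dye, after 10-cycle baseline and 23 nL compound addition; TRH at EC20 (10 nM final) added afterwards for the enhancer phase.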
# RXFP1 antag: RXFP1 (human) relaxin receptor antagonism; Q9HBX9; HEK293-RXFP1, relaxin-stimulated cAMP HTRF, 30 min; stronger effect = lower value; activity change, negative = inhibition, % at 57.5 µM; 350,000 tested, 0.59% active;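 active means activity change of -60% or lower, but not beyond a set lower limit; inconclusive means change between -60% and -40%, or beyond the set limit; inactive means change above -40%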; further: on the % scale 0 is the no-effect control and ±100 the full control effect
# D1 agonist: human D1 receptor agonism | P21728 | AID 504660 | 360,000 tested, 1% active | activation, % at 2 µM | HEK293 T-REx D1 cells, calcium flux, agonist mode; in the data active means activation above about 30%; further: 0% is about no effect
#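 Inducible HEK293 T-REx D1 cells, force-coupled to calcium signalling, were plated at 4000 cells/well with tetracycline and held overnight at 30 C. After no-wash calcium dye loading, compound-evoked calcium rise over 180 s flagged agonists.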
# An asterisk follows results filed as active; ? = inconclusive; nt = no result given; & = joins results of further samples; [ ] = dose if it differs, or a comment. Unless noted, the call rests on the fitted dose curve; in most records, active means well fitted curve in the direction sought with a large enough effect; inconclusive means small, poorly fitted or top-dose-only effect, or another doubt; inactive means no such curve, though single readings can be large; an effect the other way counts as inactive or inconclusive.
SMILES,D2 potentiator,D1 PAM,TRHR PAM,D1 antagonist,Anesthetic bind,RXFP1 ag,TRHR agonist,RXFP1 antag,D1 agonist
Cc1ccccc1NC(=O)c1cccc(N2C(=O)C3C4CC(C(Br)C4Br)C3C2=O)c1 (stereo not drawn),14,1,-8,-23,-9%,-2.9%,3.7,1,5
COc1ccc(-c2noc(N3CCCC(C(=O)Nc4ccccc4F)C3)n2)cc1 (stereo not drawn),2,-2,2,-7,-13%,-1.6%,-0.3,0,1
COc1ccccc1C1N=C(c2ccccc2C)NO1 (stereo not drawn),nt,11,-3,1,-12%,-0.5%,-1.0,-8,2
CSCCC(NC(N)=O)C(=O)Nc1cccc(C#N)c1 (stereo not drawn),-1,1,-1,12,-2%,0.2%,-1.6,1,2
O=C(OCC(O)COC(=O)c1cccnc1)c1cccnc1,1,-3,-10,22,2%,-2.0%,0.9,-6,4
CCOC(=O)C1=C(O)C(=O)N(c2ccc(S(N)(=O)=O)cc2)C1c1ccc(Br)cc1 (stereo not drawn),5,-1,10,-2,-11%,-2.3%,0.4,-10,8
O=C(CCN1C(=O)c2ccccc2C1=O)NC1=NCCS1,-1,0,3,7,-3%,2.3%,0.0,0,3
COc1ccc(CNC(=O)C2CCN(S(=O)(=O)N3CCC4(CC3)OCCO4)CC2)c(OC)c1,-7,-1,-2,-11,1%,0.5%,-0.2,-14,0
CC(C)(NC(=O)c1ccccc1)c1nc2ccccc2s1,8,-2,-13,-7,nt,-0.1%,-0.2,nt,0
O=C(N/N=C/c1ccc(-c2ccc([N+](=O)[O-])cc2)o1)C(O)c1ccccc1 (stereo not drawn),-1,1,6,-1,-11%,-0.1%,1.3,-13,4
C/C(=N\Nc1ccc([N+](=O)[O-])cc1)c1ccc(O)cc1,2,-14,-5,-27,?,0.3%,6.7,-6,37*
O=C(O)C(NS(=O)(=O)c1ccccc1)C(O)c1ccccc1 (stereo not drawn),-6,-4,-2,7,1%,1.5%,0.4,-20,3
CCN1CCN(C(=O)NS(=O)(=O)c2ccc(C)cc2)CC1,6,-3,-3,-5,-6%,1.7%,-0.1,4,2
CN1C(=O)CC(N2CCN(c3ncccn3)CC2)C1=O (stereo not drawn),-3,-3,5,0,-16%,0.7%,0.7,4,2
Oc1c(C(c2ccccc2)N2CCc3ccccc3C2)sc2ncnn12 (stereo not drawn),2,3,7,3,-12%,0.3%,-0.2,-4,0
O=C(NCc1ccccn1)c1nn(-c2ccccc2)c(=O)c2ccccc12,-12,4,-4,17,-10%,2.9%,-1.3,-4,-2
CCCCc1nc2cc(C(=O)N3CCC(OC)CC3)ccc2o1,1,0,-3,-15,-7%,-1.7%,-0.6,4,1
CC(C)(C)C1CCc2c(sc(NC(=O)c3noc4c3CCCC4)c2C#N)C1 (stereo not drawn),-2,1,13,3,-8%,0.5%,0.6,3,1
O=C(NCCN1CCOCC1)c1c(F)c(F)c(F)c(F)c1F,11,-2,-3,0,-7%,0.8%,-0.2,-6,0
CCOC(=O)N1CCN(S(=O)(=O)c2cc(Br)cc3c2N(C(=O)C2CC2)CC3)CC1,1,-7,0,1,0%,0.7%,0.1,-14,-1
Cc1nnc(SCC(=O)Nc2nnc(-c3ccccc3)o2)s1,-4,6,1,13,nt,-0.4%,-0.4,-13,-2
O=S(=O)(c1ccc2ccccc2c1)N1CCC(c2nc(-c3ccncc3)no2)CC1,15,0,-4,-35*,-7%,1.5%,0.6,-7,2
CN1CCC(=NNC(=O)CN(c2cccc(Cl)c2)S(C)(=O)=O)CC1,-7,-10,-5,5,-7%,-1.2%,0.7,0,2
CNc1nn(-c2cccc(Cl)c2)nc1N,4,-4,3,1,-8%,1.2%,0.0,5,3
CCc1nc(C)ccc1OCC(=O)O,nt,-6,5,-17,-1%,0.5%,2.3,3,1
CC(=O)N1CCN(C(=O)c2ccc3c(c2)OCCO3)CC1,0,4,-4,5,-6%,0.4%,0.1,3,0
O=C1CN(C(=O)COC(=O)CCCOc2ccccc2)c2ccccc2N1,5,-3,-2,24,-6%,-1.8%,1.0,5,5
CN(CC(=O)NC(=O)NC1CCCCC1)CC(=O)Nc1ccc(OC(F)(F)F)cc1,-5,-10,9,4,nt,0.2%,0.8,-16,6
O=C1OCc2nc3cc4c(cc3c(-c3ccc(F)cc3)c21)OCO4,-21,0,-5,16,-5%,-1.3%,-1.9,3,1
Cc1cc(C(=O)CCC(=O)N2CCN(c3ccccc3F)CC2)c(C)s1,nt,-2,1,-4,-23%,0.8%,0.7,0,0
COc1ccc(-c2cc3nc(C)c(CCC(=O)N4CCN(c5ccccn5)CC4)c(C)n3n2)c(OC)c1,14,-2,-8,-2,-14%,1.4%,-0.7,1,0
COC(=O)C1CCN(C(=O)N2CCOCC2)CC1,3,-10,10,9,-10%,-0.4%,-0.1,-2,1
Cc1ccc(NC(=O)C2CCCCC2C(=O)O)cc1C (stereo not drawn),7,0,-5,1,-8%,3.6%,-0.6,-3,1
Cc1cc(C)c(NC(=O)c2sc3nc(C)[nH]c(=O)c3c2C)c(C)c1,7,-3,-1,-7,3%,-0.1%,0.9,nt,2
CCCCCCC(=O)N1C/C=C\C(c2ccc(OC)cc2)N(Cc2ccc(F)cc2)C(=O)C1 (stereo not drawn),1,-4,2,15,49%&-12%[activator],-2.9%,0.9,nt,15
COc1ccc(Cl)cc1NC(=O)c1c(NCc2ccc(C)o2)sc2c1CCCC2,1,-5,-3,-10,11%,0.7%,0.4,-61*,1
COc1ccc(NC(=O)C(=O)Nc2cccc3cccnc23)cc1OC,11,0,-11,26,-7%,0.8%,0.4,-1,6
CCOC(=O)N1CCN(c2cc(N3CCOCC3)c(F)cc2[N+](=O)[O-])CC1,nt,8,0,-16,-16%,-0.2%,0.5,-15,1
CCN(CC)S(=O)(=O)c1ccc(N2CC(C(=O)NCc3ccc4c(c3)OCO4)CC2=O)cc1 (stereo not drawn),-7,-1,1,-11,nt,-0.9%,0.0,2,8
C=CCN1CCN(C(=O)CCCc2ccccc2)CC1,13,-5,-1,28,0%,-2.1%,0.6,-4,-1
Cc1ccc2nc(/N=C(\N)NC(=O)N3c4ccccc4Sc4ccccc43)nc(C)c2c1,3,-12,-8,-22,0%,0.4%,0.4,16,-1
NC(=O)CSc1nnc(-c2cccc(S(=O)(=O)N3CCOCC3)c2)n1C1CCCCCC1,29,-4,15,-3,-14%,0.8%,0.4,2,2
CO/N=C/C(=N\Nc1ccccc1)C(=O)c1ccccc1,3,0,-1,9,-19%,2.5%,0.4,-7,4
Cc1c(NC(=S)/C=C2\N(C)c3ccccc3C2(C)C)c(=O)n(-c2ccccc2)n1C,-7,-8,1,-6,-21%,1.5%,1.5,24,1
CCN1CCN(C(=S)Nc2ccc(C(C)=O)cc2)CC1,4,-4,-2,nt,-2%,0.0%,0.1,2,-1
CCc1ccc(N(C(=O)c2snc(C(N)=O)c2N)C(C(=O)NCC2CCCO2)c2ccco2)cc1 (stereo not drawn),3,-5,-1,-16,-4%,-2.0%,0.5,?,0
O=C(NNc1cccc(Cl)n1)Nc1ccccc1,-6,3,-5,-6,-11%,2.1%,-0.2,4,0
O=c1oc2ccccc2cc1-c1cn2cc(Cc3cc(Cl)ccc3Cl)sc2n1,1,-1,1,-5,-6%,21%,0.5,nt,1
N#Cc1c(-c2ccc(Cl)cc2)c(C#N)c(=O)n(N)c1N,12,3,-1,-6,6%,0.3%,-1.2,-9,4
COc1ccc(OC)c(Nc2cc(C)c3ccccc3n2)c1,18,-5,-3,3,66%[activator],3.0%,-0.7,11,11
CC(C)OC(=O)CSc1nnc(-c2ccco2)n1N,-6,2,-13,3,0%,0.3%,0.0,2,3
CCCCCC1CCC(C(=O)N2CCOCC2)CC1 (stereo not drawn),-6,2,-2,-11,-9%,-0.9%,-1.1,-9,2
Nc1nonc1C(=O)NCCNCc1ccccc1,-2,2,-4,-47*,-3%,0.5%,-0.5,-4,4
O=C(Nc1ccc2c(c1)Cc1ccccc1-2)c1ccc(Br)o1,2,-2,0,14,-14%,2.8%,-0.1,-31,-1
COc1ccc(NS(=O)(=O)c2cc(NC(=O)Cn3cnc4c3c(=O)n(C)c(=O)n4C)ccc2C)cc1,-5,0,15,-10,-11%,17%,0.3,3,-1
CC(C)CNS(=O)(=O)c1ccc(CCC(=O)N2CCN(c3ccc(F)cc3)CC2)cc1,8,-8,-2,-32*,-13%,0.6%,0.1,1,3
O=C(COC(=O)/C=C/c1ccc(C(F)(F)F)cc1)NC1CC1,-8,1,16,-26,nt,-1.2%,0.8,-1,9
COc1ccc(C(C)=O)cc1CN(c1ccccc1OC)S(=O)(=O)c1cccs1,20,1,1,-94*,-6%,3.0%,-1.2,-14,5
COc1ccccc1CCNC(=O)C1(C)CC1(Cl)Cl (stereo not drawn),nt,-7,0,9,4%,1.0%,-0.6,-5,-1
O=C(Nc1sc2c(c1C(=O)NCc1ccco1)CCCC2)c1cc(=O)c2cc(Cl)ccc2o1,9,1,-12,2,-7%,-1.9%,0.8,0,3
COc1cc(/C=C/C(=O)c2ccccc2O)cc(OC)c1OC,nt,-2,-2,1,?,1.9%,-0.7,nt,3
Cc1ccc(C(=O)N2CCN(c3ncccn3)CC2)cc1NC1=NC2CS(=O)(=O)CC2S1 (stereo not drawn),1,-2,0,-1,-12%,11%,0.1,8,0
Cc1ccccc1NC(=O)C(Cc1ccccc1)N1Cc2ccccc2C1=O (stereo not drawn),nt,2,-6,4,57%[activator],0.5%,0.0,12,2

# An excerpt of these results, with two lines to a compound.
# Order of results: D2 potentiator | D1 PAM | TRHR PAM | D1 antagonist | Anesthetic bind | RXFP1 ag | TRHR agonist | RXFP1 antag | D1 agonist
COc1ccccc1CCNC(=O)C1(C)CC1(Cl)Cl (stereo not drawn)
→ nt | -7 | 0 | 9 | 4% | 1.0% | -0.6 | -5 | -1
O=C(Nc1sc2c(c1C(=O)NCc1ccco1)CCCC2)c1cc(=O)c2cc(Cl)ccc2o1
→ 9 | 1 | -12 | 2 | -7% | -1.9% | 0.8 | 0 | 3
COc1cc(/C=C/C(=O)c2ccccc2O)cc(OC)c1OC
→ nt | -2 | -2 | 1 | ? | 1.9% | -0.7 | nt | 3
Cc1ccc(C(=O)N2CCN(c3ncccn3)CC2)cc1NC1=NC2CS(=O)(=O)CC2S1 (stereo not drawn)
→ 1 | -2 | 0 | -1 | -12% | 11% | 0.1 | 8 | 0

# High-throughput results: PubChem, National Center for Advancing Translational Sciences (NCATS)

# A portion of the library; rates above refer to the full screens.
